Screening data: PubChem, several laboratories
AHR act = AHR activators, primary screen, cell-based, luminescence, luciferase reporter, human; Aryl hydrocarbon receptor (Homo sapiens), P35869; AHR-responsive luciferase reporter cells; activation, % at 5 µM; 320,000 compounds, 2.5% hits; AID 2796, 2010; in the data active = activation above about 47%;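 note: 0% = vehicle wells and 100% = reference agonist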
MEX-5 binding = MEX-5 zinc finger RNA-binding disruptors – biochemical, C. elegans, fluorescence polarization, MLPCN library, primary screen. 300,000 compounds, 0.38% hits. MEX-5/FITC-TCR2 RNA binding; hits give low values. Zinc finger protein mex-5 (Caenorhabditis elegans), Q9XUB2. activity score (negative = inhibition of binding), % at 10 µM;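 active = inhibition past about -25% in most replicates, and total fluorescence under double the plate's negative control median, limit read from the data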;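 note: 0% = DMSO and -100% = 5 µM competing unlabeled TCR2 RNA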
pPAFAH inh = pPAFAH enzyme inhibitors, primary screen, biochemical, fluorescence polarization, human. 330,000 compounds, 1.5% hits. AID 463082, 2010. recombinant pPAFAH, FP-rhodamine probe fluorescence polarization. inhibition, % at 3.39 µM;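 active = inhibition above the mean inhibition across the screen plus 3 SD, cut at about 25% in these data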;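 note: inhibitors block binding of the rhodamine activity-based probe so polarization drops; 0% = enzyme with DMSO and 100% = wells lacking pPAFAH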
PAFAH1B2 inh = PAFAH1B2 enzyme inhibitors, primary screen, biochemical, fluorescence polarization, human; 340,000 compounds, 1.2% hits; recombinant PAFAH1B2, FP-rhodamine activity probe; AID 492953, 2010; Platelet-activating factor acetylhydrolase IB subunit alpha2 (Homo sapiens), P68402; inhibition, % at 3.39 µM;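 active = inhibition above the mean of all tested compounds plus 3 SD, cut at about 24% in these data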;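 note: 0% = enzyme with DMSO and 100% = wells lacking PAFAH1B2; many of its hits are not listed in these tables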
Fam108B inh = mouse Fam108B serine hydrolase inhibitors, primary screen, counter-screen for RBBP9 inhibitor project, biochemical, fluorescence polarization; inhibition, % at 9.51 µM; recombinant Fam108B, FP-Rh probe fluorescence polarization; 300,000 compounds, 0.33% hits;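 active = inhibition above the screen mean inhibition plus 3 SD, computed separately per campaign, cut at about 18% in these data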;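 note: inhibitors lower polarization as less probe binds the enzyme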
MCL1 BIM primary = inhibitors of MCL1 binding to BIM-BH3, primary screen, biochemical, fluorescence polarization | AID 2057, 2009 | GST-MCL1 / FITC-Bim-BH3 fluorescence polarization | inhibition, % at 10.9 µM | 320,000 compounds, 0.68% hits;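 active = inhibition above the mean inhibition of all tested compounds plus 3 SD, set per campaign, cut at about 40% in these data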;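 note: 0% = DMSO wells and 100% = unlabeled Bim-BH3 peptide control; higher means more loss of mP so more displacement of Bim peptide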
Target sequence (Q07820 whole entry, looked up): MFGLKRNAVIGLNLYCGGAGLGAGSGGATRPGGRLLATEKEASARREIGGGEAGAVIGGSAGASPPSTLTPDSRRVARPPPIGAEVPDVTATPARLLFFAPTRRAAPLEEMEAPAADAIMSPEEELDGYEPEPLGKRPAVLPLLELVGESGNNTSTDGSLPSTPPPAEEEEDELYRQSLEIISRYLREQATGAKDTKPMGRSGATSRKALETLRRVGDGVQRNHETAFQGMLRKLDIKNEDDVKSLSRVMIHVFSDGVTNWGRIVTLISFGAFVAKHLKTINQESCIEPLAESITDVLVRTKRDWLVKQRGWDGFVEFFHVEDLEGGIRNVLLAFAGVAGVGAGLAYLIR
GLD-1 RNA inh = GLD-1/TGE RNA complex disruptors, primary screen, biochemical, fluorescence polarization | Female germline-specific tumor suppressor gld-1 (Caenorhabditis elegans), Q17339 | purified GLD-1 + fluorescein TGE RNA | inhibition, % at 5.96 µM | 320,000 compounds, 0.44% hits;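 active = percent inhibition above a per-plate cutoff, the plate mean of test compounds plus 3 SD, cut at about 30% in these data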;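 note: 0% = DMSO wells with GLD-1 and probe and 100% = wells lacking GLD-1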
Target sequence (Q17339 whole entry, looked up): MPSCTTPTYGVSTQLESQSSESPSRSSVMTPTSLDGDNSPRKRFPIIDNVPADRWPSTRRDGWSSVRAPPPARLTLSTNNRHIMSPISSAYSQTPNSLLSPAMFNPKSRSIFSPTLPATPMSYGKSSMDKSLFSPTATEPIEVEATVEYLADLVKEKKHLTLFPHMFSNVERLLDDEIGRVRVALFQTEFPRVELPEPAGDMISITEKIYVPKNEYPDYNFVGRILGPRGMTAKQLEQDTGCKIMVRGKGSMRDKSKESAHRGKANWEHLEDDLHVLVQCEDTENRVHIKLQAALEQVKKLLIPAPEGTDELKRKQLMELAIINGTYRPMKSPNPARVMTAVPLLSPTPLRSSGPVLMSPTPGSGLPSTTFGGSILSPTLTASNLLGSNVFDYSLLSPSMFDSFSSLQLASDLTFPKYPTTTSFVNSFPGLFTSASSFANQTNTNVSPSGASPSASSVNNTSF
Bcl-xL primary = inhibitors of human Bcl-xL, primary screen, biochemical, fluorescence polarization, HTS; Bcl-2-like protein 1 (Homo sapiens), Q07817; GST-Bcl-xL / FITC-Bim BH3 peptide fluorescence polarization; inhibition, % at 10.9 µM; 320,000 compounds, 0.7% hits;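 active = inhibition above the mean of all tested compounds plus 3 SD, cutoff set per campaign, cut at about 30% in these data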;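 note: 0% = DMSO wells and 100% = unlabeled Bim-BH3 peptide competitor; inhibitors lower millipolarization by displacing the labeled peptide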
Target sequence (Q07817 whole entry, looked up): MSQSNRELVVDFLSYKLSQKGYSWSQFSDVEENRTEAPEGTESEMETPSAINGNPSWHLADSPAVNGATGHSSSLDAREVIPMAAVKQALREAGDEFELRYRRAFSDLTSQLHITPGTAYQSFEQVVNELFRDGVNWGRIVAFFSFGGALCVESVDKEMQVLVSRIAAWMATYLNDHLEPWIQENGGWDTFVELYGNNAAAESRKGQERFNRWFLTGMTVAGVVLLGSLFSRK
PME-1 primary = PME-1 inhibitors via competitive probe labeling, primary screen, biochemical, fluorescence polarization, FP-Rh probe, HTS; Protein phosphatase methylesterase 1 (Homo sapiens), Q9Y570; 320,000 compounds, 0.53% hits; recombinant PME-1; inhibition, % at 5.9 µM;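 active = inhibition above the campaign mean of all compounds plus 3 SD, cut at about 26% in these data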;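 note: competitive labeling of PME-1 active site by serine hydrolase directed probe; 0% = PME-1 with DMSO and 100% = wells lacking PME-1 enzyme; inhibitors block probe labeling so polarization falls and inhibition rises; many of its hits are not listed in these tables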
* = called active by the depositor; x = not tested or not shown.

Results follow in this order: pPAFAH inh	AHR act	MCL1 BIM primary	GLD-1 RNA inh	PAFAH1B2 inh	Fam108B inh	MEX-5 binding	PME-1 primary	Bcl-xL primary
- CCOCCCn1c(=NC(=O)c2ccco2)c(C(=O)OCC)cc2c(=O)n3cccc(C)c3nc21
 : 4.3	-0.7	1.8	4.6	4.7	2.0	-4.9	-1.8	13.4
- CCc1ccc(C(=O)COC(=O)c2cccs2)cc1
 : 7.2	-0.8	-4.4	1.4	-1.5	2.9	-0.1	-1.1	1.3
- CSc1cccc(N=C2C(=O)Nc3ccccc32)c1
 : 1.3	2.6	-0.8	4.2	1.6	-0.6	-1.9	-6.0	3.9
- CCOC(=O)N1CCN(C(=O)c2cn(CC)c3ccc(S(=O)(=O)N4CCCCC4)cc3c2=O)CC1
 : -5.7	4.5	-4.3	-6.6	5.5	-6.5	0.6	-2.1	-8.9
- CCN(CC)C(=O)CSc1nc2cc3c(cc2c(=O)n1CCCC(=O)NCCc1ccc(OC)c(OC)c1)OCO3
 : 8.8	-2.4	-2.0	4.4	-4.2	-1.4	-0.3	-1.5	2.8
- CCCCN(C)C(=O)CCCc1c[nH]c2ccccc12
 : -1.6	-1.3	-2.5	-0.9	5.8	-25.1	1.7	8.7	1.5
- Cc1ccc2cc3c(NC(=O)c4ccco4)nn(CC(C)C)c3nc2c1
 : -1.4	8.6	-4.6	-5.2	2.3	-1.4	-2.1	1.6	1.9
- CC1CC(C)CN(c2ccc(S(=O)(=O)N3CCOCC3)cc2)C1 (stereo unspecified)
 : -1.4	-0.6	4.9	4.5	10.9	5.9	-0.7	1.4	2.0
- Cc1ccc2c(C)c(C(=O)N(C)Cc3ccncn3)oc2c1C
 : 3.4	4.9	1.7	0.4	0.0	-1.1	-0.8	3.8	3.8
- CCCCN(C(=O)C1CC1)C1CCS(=O)(=O)C1 (stereo unspecified)
 : -0.7	-2.3	7.8	8.9	3.5	1.5	-1.2	-3.6	6.4
- O=C(COC(=O)CN1C(=O)COc2ccccc21)NC1CCCCC1
 : 0.2	-1.7	-3.3	4.0	0.5	3.9	-1.3	6.9	-2.9
- CC(=O)Nc1ccc(-c2cc(-c3ccccc3)nc(-c3ccccc3)n2)cc1
 : -2.3	9.1	5.9	0.9	-2.0	-10.4	3.7	-6.6	1.8
- CCCc1cc(=O)oc2c(C)c(OCC(=O)N3CCC(C(=O)O)CC3)ccc12
 : -2.3	0.7	-0.4	-1.3	0.5	-1.2	3.1	0.0	-2.1
- N=c1c(C(=O)NCc2ccccc2)cc2c(=O)n3ccccc3nc2n1Cc1ccco1
 : 8.9	6.4	-1.4	-6.1	-2.7	0.5	-3.9	-5.4	-1.7
- Cn1c2ccccc2c2c(C(=O)N3CCN(c4ccc(F)cc4)CC3)cn(C3CCCC3)c(=O)c21
 : 1.8	12.2	5.7	-2.0	4.3	0.0	1.0	-5.2	-6.4
- CN(C)CCCO/N=C(\c1ccccc1)c1ccncc1
 : 3.1	6.7	4.0	3.0	-1.6	-3.3	2.8	10.6	6.2
- Cc1ccc(-n2ncc3c(=O)n(CC(=O)N4CCCCCC4)cnc32)cc1
 : -10.0	1.6	1.2	9.2	3.2	-0.9	-7.4	0.6	0.6
- O=C(COc1ccc(Cl)cc1[N+](=O)[O-])N1CCCCC1
 : 0.4	1.9	4.7	-2.7	2.0	1.9	0.7	-2.0	5.3
- NNC(=O)CC(=O)NC1(Cc2ccc(O)cc2)CCCCC1
 : 4.3	2.3	7.8	2.9	12.8	4.7	1.0	-7.0	4.6
- CCc1c(O)nc(SCC(N)=O)n(-c2ccccc2F)c1=O
 : 2.0	-0.2	7.8	0.3	-0.2	1.3	2.2	-1.0	0.8
- CCOC(=O)C(C)Sc1nnc(NC(=O)c2cccc([N+](=O)[O-])c2C)s1 (stereo unspecified)
 : 4.2	3.7	1.8	4.3	2.0	1.1	0.8	2.7	5.9
- N#CCCn1cc(C(=O)CN2C(=O)NC3(CCCCCC3)C2=O)c2ccccc21
 : -2.8	-0.8	-13.7	-3.8	6.3	x	x	-1.3	-8.4
- C=CCOC(=O)COc1ccc2c(C)c(C)c(=O)oc2c1
 : -0.7	1.0	9.3	7.6	0.5	0.1	1.6	8.9	7.2
- CC(Oc1ccccc1)C(=O)N1CCCc2ccccc21 (stereo unspecified)
 : 6.0	6.4	1.1	2.8	3.8	1.1	1.1	7.2	1.4
- O=C(Nc1ccc2c(c1)OCO2)C1CC(c2ccccc2Cl)=NO1 (stereo unspecified)
 : 1.2	2.5	3.6	-2.6	2.0	-2.3	-0.3	2.6	3.9
- CCCC(CCC)c1nnc(NC(=O)c2ccco2)s1
 : -2.5	-2.6	4.4	1.9	18.6	-1.1	-2.9	3.0	3.2
- CN(C(=O)CCc1nnc(CCCCc2ccccc2)o1)C1CC(C)(C)NC(C)(C)C1
 : 2.3	-0.4	-2.1	-3.6	8.7	-1.0	0.4	1.0	0.8
- Cc1ccc(N2NC(=O)/C(=C\c3cc4c(cc3[N+](=O)[O-])OCO4)C2=O)cc1C
 : 47.6*	0.1	15.6	3.8	16.2	12.3	-0.4	13.1	10.2
- CCOC(=O)Cc1nnc(NC(=O)c2ncn[nH]2)s1
 : 11.6	-1.0	0.3	-2.3	4.7	4.4	10.2	-5.8	2.1
- CCc1noc(C)c1C(=O)OCC(=O)Nc1ccc(F)cc1Cl
 : -3.2	-2.1	7.0	-0.1	-1.6	x	x	0.5	9.7
- N=c1sccn1CC(=O)Nc1cccc2ccccc12
 : 2.4	6.7	6.4	1.9	0.5	1.5	2.0	0.2	-1.1
- COc1ccc(F)cc1C(=O)C1CCCN(C(=O)c2ccccc2N(C)C)C1 (stereo unspecified)
 : 4.6	4.4	1.8	-2.5	-4.9	-5.3	0.6	9.9	5.3
- CC1CCC(C(=O)NNC(=O)c2cc(-c3ccco3)[nH]n2)CC1 (stereo unspecified)
 : 2.6	0.7	8.2	-0.2	3.9	7.1	0.0	2.9	5.3
- CCCCN(C)C(=O)c1c[nH]c2ccc(S(=O)(=O)N3CCOCC3)cc2c1=O
 : 8.0	-2.9	0.2	3.9	6.9	1.9	-2.7	-9.4	0.0
- COc1ccccc1N1CCN(C(=O)CSc2nc(-c3ccco3)cc(C(F)(F)F)n2)CC1
 : 5.1	1.2	10.1	1.0	4.2	0.2	-0.3	1.9	8.1
- COc1cc(C2=NOC(C(=O)N3CCCc4ccccc43)C2)cc(OC)c1OC (stereo unspecified)
 : 8.0	0.7	7.2	6.3	6.9	-0.4	-2.6	4.1	0.4
- COc1ccc(CCC(=O)OCC(=O)N(CC(C)C)c2c(N)n(Cc3ccccc3)c(=O)[nH]c2=O)cc1
 : -1.6	0.2	-11.2	4.3	1.6	-0.8	3.5	-10.6	-7.9
- COc1cc(NC(=O)CSc2nc3ccccc3n2-c2ccccc2)c(C)cc1[N+](=O)[O-]
 : 12.1	5.6	6.7	5.5	-2.0	-2.5	3.1	-4.3	3.7
- CCn1c(SC(C)C(=O)NC2CCCc3ccccc32)nnc1-c1cccs1 (stereo unspecified)
 : 0.8	1.2	5.5	2.9	2.0	1.4	-1.8	2.2	-0.2
- CCN(CC(=O)Nc1ccc(NC(C)=O)cc1)C(=O)c1ccc2c(c1)OCCO2
 : -4.5	-0.9	3.5	2.8	0.5	x	x	2.1	-2.5
- O=S(=O)(Cc1ccccc1)N1CCNCC1
 : 8.0	-1.0	-1.2	-4.2	-6.0	-3.5	2.0	-1.1	4.7
- Cc1cc(C)c(C#N)c(N2CCCC2)n1
 : 2.3	-1.3	-5.4	3.5	1.1	-3.7	2.0	-0.6	-5.2
- O=C(CCCN1C(=O)c2ccccc2C1=O)NCc1ccc(F)cc1
 : 2.5	-4.5	7.7	6.2	0.9	0.9	-1.7	-7.6	3.8
- CCOC(=O)N1CCN(c2ccc(Cl)cc2)CC1
 : 2.8	-6.7	2.3	-5.6	4.4	1.2	0.6	-2.9	3.7
- Cc1ccc(Oc2nc3ccccn3c(=O)c2/C=C(\C#N)C(=O)NC2CCS(=O)(=O)C2)cc1 (stereo unspecified)
 : 2.7	-1.5	14.6	3.0	4.0	3.5	-8.1	-2.9	20.3
- C/C=C/CSc1nc2c(c(=O)[nH]c(=O)n2C)n1CCC
 : -0.3	5.8	6.8	5.5	-2.4	0.6	x	0.0	-1.1
- CCc1ccc(NC(=O)CSC2=C(C#N)C(c3ccc4c(c3)OCO4)CC(=O)N2)cc1 (stereo unspecified)
 : 3.3	4.4	2.7	2.5	3.6	3.2	-1.2	-2.8	2.1
- NS(=O)(=O)c1ccc(CCNC(=O)CCCCCn2c(=S)[nH]c3ccc(Br)cc3c2=O)cc1
 : -10.4	-0.1	-6.0	-3.7	-10.9	-41.1	1.9	-54.8	-3.9
- CN(C)S(=O)(=O)N(CC(=O)NCCSCc1ccccc1)c1ccccc1
 : 7.3	1.1	12.2	-4.4	6.2	-1.1	1.0	-1.5	4.1
- CCOC(=O)NC(=O)/C(C#N)=C\Nc1ccc(Cl)cc1Cl
 : 6.3	6.4	-0.1	2.5	6.3	-0.1	-1.1	-4.5	2.1
- CCc1ccccc1NC(=O)c1cccc(NC(=O)/C=C/c2ccco2)c1
 : 6.1	1.2	3.4	-6.2	2.1	-8.2	-0.9	-12.8	2.0
- O=C(O)/C(=C1\OC(=O)c2ccccc21)c1ccccc1
 : 0.3	-4.0	7.9	0.4	4.8	-1.9	-1.4	-0.4	1.6
- CC(=O)Nc1sc2c(c1C#N)CCN(Cc1ccccc1)C2
 : 0.6	14.3	6.8	27.6	8.2	5.0	-10.8	-1.1	9.1
- COCCCn1c(SCC(=O)O)nc2cc(OC)c(OC)cc2c1=N
 : 9.4	1.9	7.9	2.8	x	-3.2	-0.5	2.5	7.6
- CCn1c(=O)c(=O)[nH]c2c(=O)oc3ccc(S(=O)(=O)Nc4ccccc4)cc3c21
 : 2.5	1.6	-1.3	9.8	3.8	0.5	0.7	-2.5	-2.9
- CC(C)(O)/C=C1/Oc2ccccc2C1N1CCCCC1 (stereo unspecified)
 : -3.0	0.9	-6.6	6.0	4.2	2.0	0.2	2.0	-1.1
- CCC(=O)N(Cc1ccc(S(N)(=O)=O)cc1)C1CC(=O)N(c2ccccc2)C1=O (stereo unspecified)
 : 1.8	1.2	-2.1	-3.2	1.3	0.5	2.2	13.2	2.4
- CCOc1cc(S(=O)(=O)NC2CC2)c(OCC)cc1-n1cnnn1
 : 3.3	2.0	0.2	5.2	0.0	-1.8	-1.9	2.8	-0.1
- COC(=O)c1ccc2c(=O)n(Cc3ccc(C(=O)NC(C)C)cc3)c(=S)[nH]c2c1
 : 1.6	0.7	-8.5	5.9	0.4	-6.3	-1.4	-0.8	-5.8

This is a subset. The share of hits here may be higher or lower than overall.
